Screening data from PubChem BioAssay.
IL-2 act: activates IL-2 in a cell-based reporter assay | IL-2 activation reporter assay, cell-based qHTS; stimulated with anti-CD3/CD4/CD28 beads; in transgenic mouse T cells | activation, % (series mostly up to about 46 µM) | 360,000 compounds, 0.065% hits | AID 652025; in the data active = activation above about 50%; inconclusive = mostly about 30% to 49%; note: 0% is about no effect
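Readout is EGFP and DsRed signal by fluorescent plate cytometry after 18 h at 37 degrees C. Transgenic mouse T cells (750/well) received compound for 60 min before bead stimulation (anti-CD3, anti-CD4, anti-CD28); memory T cells served as non-tolerant control.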
Nrf2 block: inhibitors of Nrf2 signaling; Potency, µM (top dose mostly 46 µM), for the others: top-dose activity change, negative = inhibition, usual class: inhibitors; 360,000 compounds, 2.1% hits; A549 ARE-Fluc reporter, luciferase luminescence, 18-24 h; note: potency is the fitted concentration of half-maximal effect; % is set by controls: 0 for no effect and ±100 for the full control effect; nearly all actives have a fitted effect of over 60% in size
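Nrf2 function is reported as luminescence of an ARE-controlled luciferase in A549 cells. Compounds were tested at several concentrations, and a CellTiter-Fluor read on the same wells flagged cytotoxicity.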
EPAC2 ag: agonists of human EPAC2 (RAPGEF4). 360,000 compounds, 0.079% hits. Potency, µM (titrated, usually from 154 µM), without a hit: top-dose activation, actives largely listed as activators. Q8WZA2. EPAC2 activation, biochemical qHTS; response scale: 100% = 6.5 mM cAMP response; note: potency is the fitted concentration of half-maximal effect; nearly all actives have a fitted effect of over 50% in size
Target sequence (Q8WZA2 whole entry, looked up): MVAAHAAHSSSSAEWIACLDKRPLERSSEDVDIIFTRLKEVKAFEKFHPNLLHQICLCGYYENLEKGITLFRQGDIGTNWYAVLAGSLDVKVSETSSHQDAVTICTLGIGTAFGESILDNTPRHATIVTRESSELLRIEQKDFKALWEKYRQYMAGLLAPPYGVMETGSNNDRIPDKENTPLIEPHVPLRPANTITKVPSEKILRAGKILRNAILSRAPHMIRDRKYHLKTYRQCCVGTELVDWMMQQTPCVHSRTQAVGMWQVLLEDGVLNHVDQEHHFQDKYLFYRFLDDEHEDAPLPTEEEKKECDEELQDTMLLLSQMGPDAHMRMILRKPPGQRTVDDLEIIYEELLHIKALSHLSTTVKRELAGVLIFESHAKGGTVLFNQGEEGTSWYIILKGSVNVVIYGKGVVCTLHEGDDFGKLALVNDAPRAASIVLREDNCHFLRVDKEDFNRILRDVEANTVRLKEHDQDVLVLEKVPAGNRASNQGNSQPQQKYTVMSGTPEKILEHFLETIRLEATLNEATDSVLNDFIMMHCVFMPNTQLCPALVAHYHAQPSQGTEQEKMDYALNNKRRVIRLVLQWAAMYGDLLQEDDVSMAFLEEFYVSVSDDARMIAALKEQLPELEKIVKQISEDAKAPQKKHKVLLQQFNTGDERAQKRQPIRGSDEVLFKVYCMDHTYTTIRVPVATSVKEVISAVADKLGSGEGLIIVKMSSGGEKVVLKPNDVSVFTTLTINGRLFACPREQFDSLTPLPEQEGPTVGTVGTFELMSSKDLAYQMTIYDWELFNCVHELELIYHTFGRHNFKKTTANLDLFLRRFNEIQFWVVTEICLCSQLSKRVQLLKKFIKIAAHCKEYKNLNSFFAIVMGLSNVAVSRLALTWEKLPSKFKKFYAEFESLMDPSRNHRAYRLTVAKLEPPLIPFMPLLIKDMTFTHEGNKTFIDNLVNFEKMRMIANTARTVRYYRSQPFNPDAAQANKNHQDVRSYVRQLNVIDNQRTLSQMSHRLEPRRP
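Compounds were added across a concentration range to EPAC2 (100 nM), RAP1B-BODIPY-GDP (250 nM) and GDP (50 uM). After 5 min at room temperature, fluorescence was recorded at 5-min intervals for 30 min.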
S2 tox: cell viability loss in ATXN counter-screen | S2 cells (HEK-293 line with an ATXN2-luciferase reporter) viability, CellTiter-Fluor protease fluorescence, 24 h | Potency, µM (series often up to 56.7 µM), actives largely listed as cytotoxic | 400,000 compounds, 0.49% hits | AID 651635; note: potency is the fitted concentration of half-maximal effect; nearly all actives have a fitted effect of over 40% in size
A549 tox: counter-screen for Nrf2 inhibitors: cytotoxicity in A549 cells; Potency, µM (titrated, usually from 46 µM), for the others: at the top dose activity change, negative = cytotoxicity, most hits filed as inhibitors; 390,000 compounds, 0.16% hits; A549 ARE-Fluc cells, CellTiter-Fluor viability, 18-24 h; note: potency is the fitted concentration of half-maximal effect; % is set by controls: 0 for no effect and ±100 for the full control effect
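A549 ARE-Fluc cells in 5% FBS OPTI-MEM, 5000 cells/well, rested 2 h then exposed to compounds in concentration-response for 18-24 h at 37 °C. Viability by CellTiter-Fluor fluorescence (Ex 405/Em 525) after 30 min; luciferase luminescence (BugLite, 15 min, RT) read afterwards.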
ATXN2 expr inh: ATXN2 expression inhibition. HEK-293 ATXN2-luciferase reporter, luminescence, 24 h. Potency, µM (titrated, usually from 57 µM), for inactives: top-dose activity change, negative = inhibition, most hits filed as inhibitors. 360,000 compounds, 0.72% hits; note: potency is the fitted concentration of half-maximal effect; % is set by controls: 0 for no effect and ±100 for the full control effect; nearly all actives have a fitted effect of over 55% in size
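qHTS (up to 57 uM final) was run with 24 h compound exposure of reporter cells at 37 °C. Each well was multiplexed: SteadyGlo luminescence measured ATXN2-luciferase expression after a fluorogenic Gly-Phe-AFC viability readout (25 uM final).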
Nrf2 activator: Nrf2 pathway activation; AREc32 ARE-luciferase reporter (MCF7-derived line), luminescence, 24 h; Potency, µM (highest dose often 46.1 µM), without a hit: at the top dose activation, usual class: activators; 410,000 compounds, 0.31% hits; note: potency is the fitted concentration of half-maximal effect; % of control where 0% means no effect; nearly all actives have a fitted effect of over 65% in size
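Reporter line AREc32 (ARE-Fluc), seeded overnight in OPTI-MEM with 5% FBS; compound pin-transferred, 24 hr at 37 deg C, 5% CO2; luminescent read-out.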
HepG2 viability: counter-screen for TGF-b inhibitors: cytotoxicity in HepG2 cells. HepG2 CAGA-GFP viability, ATP luminescence, 18 h. Potency, µM (top dose mostly 46.1 µM), for inactives: at the highest dose activity change, negative = cytotoxicity, most hits filed as cytotoxic. 410,000 compounds, 0.76% hits; note: potency is the fitted concentration of half-maximal effect; some results filed as inactive show a strong effect at the top dose
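CellTiter-Glo luminescence gave cytotoxicity after 18 hours at 37 degrees C. The cells were HepG2 CAGA-GFP in 1% FBS DMEM, stimulated with 500 pg/mL TGF-beta after compound addition. %Activity was normalised to no-cell wells (complete cell-killing) and DMSO (no toxicity), and curves were fitted and classified.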
TGFb inhibitor: blocks TGF-b signaling; HepG2 CAGA-GFP TGF-b/SMAD3 reporter, GFP fluorescence, 18 h; TGF-beta stimulated, 500 pg/mL final; Potency, µM (titrated, usually from 46.1 µM), for inactives: at the highest dose activity, negative = inhibition, most hits filed as inhibitors; 410,000 compounds, 1.2% hits; note: potency is the fitted concentration of half-maximal effect; % is set by controls: 0 for no effect and ±100 for the full control effect; nearly all actives have a fitted effect of over 65% in size
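Read-out: total well GFP (ex488/em500-530) summed from mean per-cell fluorescence. Cells: HEPG2 CAGA-GFP, 1% FBS DMEM, 18 h at 37 degrees C with 500 pg/mL final TGF-beta. Unstimulated wells served as the full-inhibition control; stimulated DMSO wells = 0%.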
* marks the source's active call; other numbers are inactive results; i = inactive; ? = inconclusive; . = no result given; & = joins results of further samples; [ ] = dose if it differs, or a comment. Unless noted, calls come from the whole dose curve; as a rule, active = well fitted curve in the direction sought with a large enough effect; inconclusive = small, poorly fitted or top-dose-only effect, or another doubt; inactive = no such curve, though single readings can be large; an effect the other way counts as inactive or inconclusive.

Below each compound – IL-2 act	Nrf2 block	EPAC2 ag	S2 tox	A549 tox	ATXN2 expr inh	Nrf2 activator	HepG2 viability	TGFb inhibitor
CCOc1cc2[nH]c(=S)n(CC3CCCO3)c(=O)c2cc1OCC (stereo not given)
    1.0	-16%	-8%	i	-2%	2%	0.2%	-4%	18%
Cn1nnc2cc(C(=O)N3CCN(c4ccccc4)CC3)ccc21
    -1.7	18%	2%	i	0%	8%	0.7%	3%	4%
O=C(OCC1OC(n2ccc(=O)[nH]c2=O)C2OC12)c1ccccc1 (stereo not given)
    1.0	5%	8%	i	-3%	-2%	-0.1%	-1%	0%
CN1CCN(c2ccccc2NC(=O)c2cc3c(s2)-c2ccccc2OC3)CC1
    -0.6	5%	15%	i	?	.	0.3%	-13%	1%
O=C(CCC(=O)Nc1ccc(F)cc1)N/N=C/c1ccccc1O
    3.6	-3%	2%	i	-2%	6%[11.3 µM]	-0.4%	-31%	-12%
Cc1ccc(-c2nc(-c3cc4cc(Cl)ccc4oc3=O)sc2C)cc1
    .	10%	.	.	-1%	.	.	4%	26%
Cc1c(NC(=O)C(C)OC(=O)c2cccc([N+](=O)[O-])c2)c(=O)n(-c2ccccc2)n1C (stereo not given)
    -2.8	-5%	13%	i	1%	-23%	0.4%	-5%	-20%
COc1ccc(NC(=O)CCOc2ccccc2C)cc1S(=O)(=O)N1CCCCC1
    5.0	?	6%	i	-23%	?	-0.2%	-9%	-13%
CN(c1ccccc1)c1nc(N2CCCC2)nc(-n2ccnc2)n1
    2.0	-27%	-4%	i	-10%	0%	-0.6%	-26%	21%
CCC(=O)c1ccc(OCC(=O)OCC(=O)N2CCN(c3ccc(OC)cc3)CC2)cc1
    0.1	11%	1%	i	8%	-12%	-0.4%	-14%	1%
COC(=O)c1c(NC(=O)CSc2nnnn2-c2ccccc2)sc2c1CCC(C(C)(C)C)C2 (stereo not given)
    -0.6	2%	-4%	i	14%	10%	-0.6%	0%	-7%
COc1ccc(S(=O)(=O)N2CCN3CCCC3C2)cc1 (stereo not given)
    -3.0	-2%	-2%	i	2%	3%	-0.2%	-4%	22%
O=[N+]([O-])c1cc(Cl)ccc1N1CCN(c2cccc(C(F)(F)F)c2)CC1
    -0.4	?	8%	i	0%	-8%	1.6%	-18%	-28%
CCOC(=O)CNC(=O)N1CCN(S(=O)(=O)c2ccc3c(ccn3C)c2)CC1
    .	.	.	i	-22%	6%	-0.8%	-44%	1%
Cc1cc(C(=O)OCC(=O)N2C(C)CCCC2C)c2ccccc2n1 (stereo not given)
    1.0	18µM*	10%	i	-6%	-3%	2.9%	-25%	15%
CNC(=O)C1CCN(Cc2cc3ccccc3n2Cc2ccccc2C)CC1
    .	.	.	?	-1%	-18%	6.3%	-35%	-29%
CN1C(=O)C2(SCC(=O)N2c2cccc(C(F)(F)F)c2)c2ccccc21 (stereo not given)
    .	-6%	.	?	7%	-6%	-0.9%	5%	10%
CN(C)S(=O)(=O)c1ccc(NC(=O)COc2ncnc3c2cnn3-c2ccccc2)cc1
    -1.5	-4%	0%	i	-2%	1%	-0.2%	-20%	?
c1ccc(CNC2=NCCC2)nc1
    -2.1	10%	3%	i	3%	2%	-0.4%	-7%	-7%
COc1ccc(CCNC(=S)N2CCN(S(=O)(=O)c3ccccc3)CC2)cc1
    0.0	?	0%	?	?	4%	0.3%	-1%	0%
CCN(Cc1ccccc1)S(=O)(=O)c1ccc(C(=O)N2CCN(c3nc4ccccc4s3)CC2)cc1
    -0.1	1.8µM*	-4%	?	-13%	?	0.0%	-40%	-21%
Cc1ccc2[nH]c(=O)c(CN(CCO)Cc3nnnn3CCc3ccccc3)cc2c1
    -1.7	.	-10%	i	10%	7%	9.0%	-13%	0%
NC(=O)c1cc2c(s1)-c1cc(Cl)ccc1SC2
    -0.2	?	5%	i	-8%	0%	5.4%	-29%	19%
COc1cc(NC(=O)c2ccccc2)ccc1NC(=O)c1cc2ccccc2o1
    -0.3	?	0%	?	-7%&-1%	?	8.7%&-0.2%	-4%&-25%	?
CN1CCCC(C(=O)C(C#N)c2ccccc2)C1 (stereo not given)
    -1.6	-10%	0%	i	-12%	4%	-0.5%	3%	-2%
Cc1ccc(NC(=O)CCCSc2ccccc2)cc1S(=O)(=O)N1CCOCC1
    -0.2	?	0%	i	-11%	-7%	-0.4%	6%	?
CCCCn1c(SCC(=O)N2CCc3ccccc32)nnc1-c1ccncc1
    -1.4	0%	12%	i	1%	-12%	0.4%	-17%	-2%
CC(C)Cc1nnc(NC(=O)Cc2ccccc2[N+](=O)[O-])s1
    0.3	14%	0%	i	-4%	18%	4.5%	-2%	16%
O=C(CCN1C(=O)c2ccc([N+](=O)[O-])cc2C1=O)Nc1nccs1
    -0.8	0%	-1%	i	5%	-5%	0.2%	-15%	-4%
O=C(Cn1nc(-c2ccccc2)c2c(c1=O)CCCC2)Nc1ccc(F)c(Cl)c1
    .	?	.	i	?	-22%	-0.5%	-3%	-5%

Retrieved by compound from the list above:
Below each compound – IL-2 act	Nrf2 block	EPAC2 ag	S2 tox	A549 tox	ATXN2 expr inh	Nrf2 activator	HepG2 viability	TGFb inhibitor
CC(C)Cc1nnc(NC(=O)Cc2ccccc2[N+](=O)[O-])s1
    0.3	14%	0%	i	-4%	18%	4.5%	-2%	16%
CN1CCCC(C(=O)C(C#N)c2ccccc2)C1 (stereo not given)
    -1.6	-10%	0%	i	-12%	4%	-0.5%	3%	-2%

Additional results
Below each compound – IL-2 act	Nrf2 block	EPAC2 ag	S2 tox	A549 tox	ATXN2 expr inh	Nrf2 activator	HepG2 viability	TGFb inhibitor
O=C(NCc1noc2ccccc12)Nc1ccc(F)cc1F
    .	.	.	i	9%	-13%	-0.7%	2%	-10%
Cc1ccc(S(=O)(=O)NNC(=O)Cc2cccn2C)cc1
    -0.1	0%	2%	i	-6%	4%	-0.4%	3%	2%
COc1ccc(/C=N/NC(=O)Cn2cnc3c2c(=O)n(C)c(=O)n3C)c(OC)c1OC
    1.2	9%	4%	i	-9%	5%	0.3%	16%	1%
CNS(=O)(=O)c1cccc(C(=O)OCC(=O)c2cc(C)n(-c3ccc4c(c3)OCO4)c2C)c1
    -0.6	-13%	2%	i	-10%	-5%	3.6%	9%	-7%
CC(C)Oc1ccc(S(=O)(=O)N2CCCCC2)cc1NC(=O)CN1C(=O)NC(C)(C2CC2)C1=O (stereo not given)
    0.5	-13%	6%	i	-8%	1%	0.3%	-1%	0%
COc1ccc(C(=O)N2CCN(CCCc3ccccc3)CC2)cc1OC
    -2.9	?	6%	i	-4%	-22%	-0.1%	-23%	?
C=CCn1c(=O)[nH]c2cc(C(=O)N3CCN(c4cccc(Cl)c4)CC3)ccc2c1=O
    0.0	?	2%	i	6%	-13%	0.8%	-17%	?
COc1ccc2nc(N3C(=O)C(O)=C(C(=O)c4ccco4)C3c3ccc(C)o3)sc2c1 (stereo not given)
    0.0	?	-9%	i	?	-2%	11%	-21%	-28%
O=C(NCc1cccnc1)C(C(=O)c1ccc(F)cc1)n1ccccc1=O (stereo not given)
    -0.1	15%	7%	i	17%	-1%	0.1%	14%	22%
Cc1ccc2oc(-c3ccccc3)c(C(=O)O)c(=O)c2c1
    -2.3	-25%	11%	i	-12%	-14%	?	-19%	-8%
CC(Oc1ccc(Cl)cc1Cl)c1nc(-c2ccc(NC(=O)c3cccnc3)cc2)no1 (stereo not given)
    3.2	.	7%	i	-13%	-20%	-1.1%	-55%	?
Cc1ccc2cc(CNC(C)C)c(=O)[nH]c2c1
    0.1	3%	-10%	i	-3%	-2%	0.5%	-7%	10%
Cc1ccc(C2=NS(=O)(=O)N(C)C(C(=O)N3CCCCC3)=C2)cc1
    0.0	1%	3%	i	5%	0%	-0.5%	-9%	5%
Cc1cc(OCC(=O)N(C(C)C)C(C)C)ccc1Cl
    -1.8	2%	-3%	i	0%	-4%	-0.6%	-10%	?
COc1ccc(Cc2c(-c3ccc(C)cc3)nc3c(C)cc(Br)cn23)c(C)c1
    1.8	.	8%	i	.	28%	4.7%	-8%	-20%
COc1ccc(OC)c(C(=O)CN2C(=O)C(=O)N(C3CCCC3)C2=O)c1
    -0.4	-2%	-7%	i	-2%	4%	0.2%	1%	2%
c1ccc2scnc2c1
    0.0	6%	-4%	i	-1%	2%	-0.4%	-5%	-3%
COC(=O)c1ccc(-n2cc(-c3ccc(OC)cc3)[nH]c2=S)cc1
    3.2	14%	5%	i	-4%	-4%	0.5%	5%	-4%
OC(CNc1ccnc2cc(Cl)ccc12)CNC1CCCCC1 (stereo not given)
    -0.6	-16%	5%	.	?	32µM*	20%	-93%	?
CN(CCO)c1ncnc2nc[nH]c12
    -3.2	?	9%	i	1%	-10%	-0.7%	-8%	-6%
C/C(=N\NC(=O)c1cc(-c2ccco2)nc2ccccc12)c1cccnc1
    2.4	-3%	6%	i	-2%	-13%	16%	-4%	11%
CCN(c1ccccc1)S(=O)(=O)c1ccc(OC)c(NC(=O)COc2ccc(C(C)=O)cc2)c1
    -0.1	9%	-1%	i	-1%	-2%	0.1%	4%	-28%
COc1cccc(C2C(C(=O)Nc3ccccc3OC)=C(C)Nc3nc(-c4ccco4)nn32)c1 (stereo not given)
    .	-16%	.	?	-13%	-5%	9.3%	-7%	-4%
CCn1c(C)nc2cc(C(=O)N/N=C/c3ccccc3C)ccc21
    1.6	?	2%	i	-4%	15%[11.3 µM]	0.1%	7%	13%
COc1ccc(CNC(=S)NCc2ccc(F)cc2)cc1OC
    -1.5	?	5%	i	1%	-9%	0.6%	-1%	0%

Not a hit list; overall some 4.3% were active at least once.
